Screens (PubChem BioAssay)
RGS4 act = potentiators or activators of RGS4; 310,000 compounds, 0.92% hits; B-score at 10 µM; HEK293 M3R/inducible RGS4, carbachol calcium flux Fluo4; hits give low values;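 active = B-score of the integrated calcium signal more than 4 SD below the library mean, with starting fluorescence not abnormally high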;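 note: negative B-score means reduced calcium response which marks RGS4 activation or potentiation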
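Assay system: Inducible-RGS4 HEK293 cells carrying M3 receptor | Schedule: Compound preincubation 20 min at room temperature before agonist | Signal: Kinetic calcium fluorescence imaging with Fluo4-AM dye, 2 µM | Read-out basis: B score from integrated fluorescence ratio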
GSK3A inh = inhibitors of human GSK-3 alpha kinase. P49840. ADP-Glo luminescence, 60 min. inhibition, % at 10 µM. 320,000 compounds, 0.1% hits;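 in the data active = inhibition above about 50%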;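 note: GST-tagged GSK-3 alpha with peptide substrate and 25 µM ATP; 0% = DMSO neutral wells and 100% = GW8510 positive control wells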
GSK3beta inhib = human GSK3beta kinase inhibition. AID 2097. GST-GSK3beta kinase, ADP-Glo luminescence, 60 min; hits give low values. 300,000 compounds, 0.038% hits. activity score (negative = inhibition), % at 10 µM;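 active = more than half of replicate wells score below -50%, meaning over 50% inhibition versus plate controls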;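 note: 0% = median DMSO wells and -100% = median GW8510 positive control wells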
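Assay system: GST-fused GSK3beta enzyme, cell-free / Medium: Tris pH 7.5 buffer with MgCl2, DTT, BSA, heparin / Also added: peptide substrate plus 25 µM ATP (final) / Compound: 10 µM single point / Timing: kinase reaction with compound 60 min at room temperature / Detection: ADP-Glo luminescence / Benchmarks: DMSO neutral wells and GW8510 at 20 µM as positive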
KCNK3 block = human KCNK3 channel inhibition, primary screen. CHO-KCNK3 thallium flux, FluxOR fluorescence; hits give low values. 340,000 compounds, 0.84% hits. B-score at 10 µM;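 active = B-score under library mean minus 4 SD, starting fluorescence ratio at most library mean plus 5 SD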;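 note: more negative B-score means stronger inhibition of thallium flux through KCNK3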
KCNQ1 act = potentiators or activators of human KCNQ1 potassium channel | P51787 | B-score at 10 µM | 310,000 compounds, 0.35% hits | AID 2648 | CHO-K1 KCNQ1, thallium flux FluxOR fluorescence; hits give high values;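 active = fluorescence ratio B-score, a plate-corrected score, at least three library SD, with initial intensity B-score within 5 SD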
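Assay system: CHO-K1 cells stably expressing KCNQ1. Medium: assay buffer for compound exposure, DMSO matched across wells. Timing: 37 °C overnight plating, 90-min dark dye load, 20-min compound pretreatment. Signal: kinetic FluxOR fluorescence, 10 s baseline plus 110 s post-stimulus.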
hERG protect = compounds protecting human hERG from proarrhythmic drug block | activation (rescue from dofetilide block), less the hit threshold, % at 10 µM | 310,000 compounds, 0.51% hits | AID 1511 | Q12809 | CHO-hERG, FluxOR thallium flux, dofetilide IC70 present;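 active = activation above the mean of controls blocked by dofetilide plus 5 SD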;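 note: thallium influx through hERG after potassium depolarization seen as dye fluorescence rise; in these data hits start at about 4.7%; inactives centre near -7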
Target sequence (Q12809 whole entry, looked up): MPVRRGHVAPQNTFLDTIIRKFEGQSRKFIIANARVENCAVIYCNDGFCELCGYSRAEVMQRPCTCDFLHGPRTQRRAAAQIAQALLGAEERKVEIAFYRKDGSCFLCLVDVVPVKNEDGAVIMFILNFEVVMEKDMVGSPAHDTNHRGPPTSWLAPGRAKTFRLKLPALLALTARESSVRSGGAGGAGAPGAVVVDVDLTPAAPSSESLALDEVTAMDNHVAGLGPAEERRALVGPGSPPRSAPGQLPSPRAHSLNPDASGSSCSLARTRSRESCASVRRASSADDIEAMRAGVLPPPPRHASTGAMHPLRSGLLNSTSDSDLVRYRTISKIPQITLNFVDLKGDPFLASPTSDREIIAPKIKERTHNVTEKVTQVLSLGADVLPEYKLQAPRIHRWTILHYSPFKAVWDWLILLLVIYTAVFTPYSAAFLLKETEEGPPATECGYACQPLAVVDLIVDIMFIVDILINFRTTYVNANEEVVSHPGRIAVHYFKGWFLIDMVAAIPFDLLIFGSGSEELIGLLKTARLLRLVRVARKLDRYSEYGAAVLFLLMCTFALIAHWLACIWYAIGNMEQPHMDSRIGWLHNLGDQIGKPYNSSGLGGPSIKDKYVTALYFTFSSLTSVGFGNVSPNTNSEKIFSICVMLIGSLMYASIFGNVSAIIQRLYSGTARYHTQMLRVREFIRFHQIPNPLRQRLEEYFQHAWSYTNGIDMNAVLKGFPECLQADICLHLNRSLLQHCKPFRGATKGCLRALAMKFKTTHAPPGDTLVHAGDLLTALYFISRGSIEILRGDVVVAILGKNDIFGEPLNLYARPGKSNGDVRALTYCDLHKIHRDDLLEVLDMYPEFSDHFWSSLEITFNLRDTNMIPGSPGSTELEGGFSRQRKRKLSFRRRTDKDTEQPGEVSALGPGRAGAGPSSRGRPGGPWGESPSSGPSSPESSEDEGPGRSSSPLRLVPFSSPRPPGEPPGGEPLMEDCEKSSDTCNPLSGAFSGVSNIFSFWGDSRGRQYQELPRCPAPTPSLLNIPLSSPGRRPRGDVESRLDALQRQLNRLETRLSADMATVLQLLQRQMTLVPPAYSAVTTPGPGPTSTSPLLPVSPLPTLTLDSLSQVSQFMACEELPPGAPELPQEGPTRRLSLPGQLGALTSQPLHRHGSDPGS
HDAC3 inhib = human HDAC3 inhibition; O15379; recombinant HDAC3, fluorogenic peptide/trypsin coupled, fluorescence; inhibition, % at 8.3 µM; 320,000 compounds, 0.15% hits; AID 2718; in the data active = inhibition above about 26%, passing the limit was not always enough
KCNQ1 block = blocks the human KCNQ1 potassium channel; AID 2642; CHO-K1 KCNQ1, FluxOR thallium flux fluorescence; hits give high values; B-score at 10 µM; P51787; 310,000 compounds, 1.3% hits;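 active = compounds whose thallium flux B-score, printed positive for inhibition, exceeds three library SD while starting fluorescence stays within three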;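 note: channel opened by potassium depolarization with thallium stimulus after 20 min compound exposure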
KCNK9 inh = blocks the human KCNK9 two-pore domain potassium channel | Q9NPC2 | HEK293 KCNK9, FluxOR thallium flux fluorescence; hits give low values | B-score at 10 µM | 310,000 compounds, 1.2% hits;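 active = ratio B-score over 3 SD below the library mean, with starting fluorescence within 5 SD of its mean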;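 note: negative B-score means less thallium flux so channel inhibition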
DYRK1A inh = blocks rat Dyrk1A kinase activity | ADP-Glo luminescence, NFATc1 peptide | inhibition, % at 12.5 µM | 310,000 compounds, 0.43% hits; in the data active = inhibition above about 50%;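 note: plate controls were vehicle with enzyme for no effect and no enzyme for full effect; many of its hits are not listed in these tables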
PolyA inh = yeast polyadenylation inhibition; S. cerevisiae SKY197-pL101 polyadenylation reporter, beta-gal luminescence; efflux-impaired pdr1/pdr3 knockout yeast; score 100 = 6 SD above DMSO; calls only at 12 µM; 300,000 compounds, 0.02% hits;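 active = lowest replicate activity score at least 50, where 100 means six control SD above control mean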;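 note: yeast exposed to compound for 9 h at 30 °C; higher score means more reporter readthrough which indicates perturbed polyadenylation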
The depositor's hits bear a star; i = inactive; . = no result given. A portion of the library; the hit share may differ from the screen's.

SMILES	RGS4 act	GSK3A inh	GSK3beta inhib	KCNK3 block	KCNQ1 act	hERG protect	HDAC3 inhib	KCNQ1 block	KCNK9 inh	DYRK1A inh	PolyA inh
COc1ccc(CNC(=O)COc2ccc(C(=O)c3ccc(F)cc3)cc2)cc1	i	3	1	i	i	-3	5	i	i	0	i
CSc1cccc(NC(=O)CNS(=O)(=O)c2ccccc2)c1	i	0	-5	i	i	-8	-6	i	i	5	i
NC(=O)CSc1nc2ccccc2n1Cc1ccccc1F	i	1	2	i	i	-19	-7	i	i	1	i
COc1ccc(S(=O)(=O)N2C(=O)/C(=C3\SC(N)=NC3=O)c3ccccc32)cc1	i	1	1	i	i	1	5	i	i	-7	i
N=c1n(CCN2CCOCC2)c2ccccc2n1CC(O)COc1ccccc1 (configuration not stated)	i	0	2	i	i	-5	2	i	i	11	i
O=C(Cn1nnc(-c2ccccc2F)n1)OCC(=O)c1ccccc1	i	-3	4	i	i	-3	20	i	i	3	i
Fc1ccccc1NC(=S)NCCc1cccc(Cl)c1	i	.	-3	i	i	-13	7	i	i	3	.
COc1ccc(NC(=O)CN(c2ccc(F)cc2)S(=O)(=O)c2ccccc2)c(OC)c1	i	2	4	i	i	-3	4	i	i	-3	i
CCN1C(=O)/C(=C\N2CCCc3ccccc32)SC1=S	i	-2	-1	i	i	-8	-5	i	i	1	i
C=CC(C)n1c(Br)nc2c1c(=O)[nH]c(=O)n2C (configuration not stated)	i	5	2	i	i	-8	3	i	i	5	i
CC(=O)Nc1ccc(S(=O)(=O)NCc2ccc(C)n2C)cc1	i	-3	-27	i	i	-1	0	i	i	-5	i
CCOc1cccc(-c2c(C(=O)N/N=C(\C)c3cccnc3)nnn2-c2nonc2N)c1	i	52*	0	i	i	-9	-5	i	i	3	i
O=C(Nc1ccc2c(c1)OCO2)C1CCCN(S(=O)(=O)Cc2ccccc2)C1 (configuration not stated)	i	1	-3	i	i	-11	-2	i	i	2	i
CC(=O)N1CCN(c2ccc(NC(=O)c3ccc(Cl)cc3)cc2)CC1	i	-2	.	i	i	-4	-3	i	i	-3	i
NC(=O)c1c(N)sc(=S)n1-c1ccccc1	i	3	1	i	i	-8	-6	i	i	2	i
Cc1ccc(/C=N\NC(=O)COc2ccc(C)cc2[N+](=O)[O-])cc1	i	2	5	i	i	-8	-1	i	i	4	i
Cc1ccc(C(=O)Oc2cc(-c3ccccc3)no2)cc1	i	-1	2	i	i	-8	0	i	i	-11	i
CCOC(=O)/C(=C/c1c(C)n(C)c2ccc([N+](=O)[O-])cc12)C(C)=O	i	5	4	i	i	-7	5	i	i	-2	i
COc1ccc(-c2nnc3sc(CN4C(=O)c5ccccc5C4=O)nn23)cc1	i	0	0	i	i	-7	-1	i	i	-6	i
NS(=O)(=O)c1cccc(NC(=O)Cc2ccc(Cl)c(Cl)c2)c1	i	0	-1	i	i	-23	4	i	i	-2	i

Molecules from the list above that contain an aryl methoxy group, in the order listed:
SMILES	RGS4 act	GSK3A inh	GSK3beta inhib	KCNK3 block	KCNQ1 act	hERG protect	HDAC3 inhib	KCNQ1 block	KCNK9 inh	DYRK1A inh	PolyA inh
COc1ccc(CNC(=O)COc2ccc(C(=O)c3ccc(F)cc3)cc2)cc1	i	3	1	i	i	-3	5	i	i	0	i
COc1ccc(S(=O)(=O)N2C(=O)/C(=C3\SC(N)=NC3=O)c3ccccc32)cc1	i	1	1	i	i	1	5	i	i	-7	i
COc1ccc(NC(=O)CN(c2ccc(F)cc2)S(=O)(=O)c2ccccc2)c(OC)c1	i	2	4	i	i	-3	4	i	i	-3	i
COc1ccc(-c2nnc3sc(CN4C(=O)c5ccccc5C4=O)nn23)cc1	i	0	0	i	i	-7	-1	i	i	-6	i

Next part
SMILES	RGS4 act	GSK3A inh	GSK3beta inhib	KCNK3 block	KCNQ1 act	hERG protect	HDAC3 inhib	KCNQ1 block	KCNK9 inh	DYRK1A inh	PolyA inh
COc1ccc(CCN(CC(=O)NC2CCCC2)C(=O)CCC(=O)Nc2cc(C)on2)cc1OC	i	3	0	i	i	1	6	i	i	-8	i
O=C(COc1ccc2ccccc2c1)N1CCCC1	i	1	-3	i	i	-10	-7	i	i	-4	i
CCOC(=O)C1=C(C)OC(N)=C(C#N)C1c1ccc(C)o1 (configuration not stated)	i	2	1	i	i	-7	12	i	i	-4	i
O=C(CN(C(=O)CNC(=O)c1cccs1)c1cccc(F)c1)NC1CCCCC1	i	-1	3	i	i	-2	-3	i	i	-2	i
Cc1cc2ccccc2n1CCNC(=O)C1CCCC1	i	0	-2	i	i	-10	-8	i	i	-3	i
O=C(O)CNC(=O)/C(=C\c1ccco1)NC(=O)c1ccco1	i	-1	-3	i	i	-1	-2	i	i	1	i
Cc1c(Cl)cccc1NC(=O)CC1Oc2ccccc2NC1=O (configuration not stated)	i	-1	1	i	i	0	-3	i	i	-2	i
Cc1ccc(C(=O)Nc2ccc(C(=O)NCC3CCCO3)cc2)cc1 (configuration not stated)	i	-3	-2	i	i	-8	-6	i	i	4	i
CCCC/C(O)=C1\C(=O)CC(C)(C)CC1=NCCCCCC(=O)O	i	-2	0	i	i	-3	6	i	i	3	i
COc1ccc(CN(C(=O)Cc2c[nH]c3ccccc23)C(C(=O)NC2CCCCC2)c2ccc(C)o2)cc1 (configuration not stated)	i	3	-1	i	i	-17	-4	i	i	-7	i
CCOc1ccccc1N1CN(CC)CNC1=S	i	0	2	i	i	-6	-4	i	i	9	i
C/C(=N\NC(=O)c1nnn(-c2nonc2N)c1CN(C)c1ccccc1)c1cccnc1	i	-4	1	i	i	-3	-4	i	i	6	i
COc1ccc(OCC(=O)Nc2ccc(NC(=O)c3ccco3)cc2)cc1	i	1	-3	i	i	-4	-2	i	i	-1	i
O=C(c1cccc(F)c1)N1CCC(N2CCCCCC2)CC1	i	-2	-2	i	i	0	5	i	i	3	i
O=C(c1cccc(C(F)(F)F)c1)N1CCN(c2cc(=O)[nH]nc2-c2ccccc2)CC1	i	0	-1	i	i	-12	2	i	i	-4	i
COCCN(C(=O)Nc1ccccc1)C(C)c1cccnc1 (configuration not stated)	i	0	0	i	i	-9	-1	i	i	-2	i
OCC1OC(n2cnc3c(NC4CCCCC4)ncnc32)C(O)C1O (configuration not stated)	i	-3	-23	i	i	-4	0	i	i	14	i
COc1cccc(N2CCN(CC(=O)NCc3ccccc3)CC2)c1	i	-2	-1	i	i	-7	-5	i	i	4	i
CCC(=O)Nc1ccc(NC(=O)CSc2nc3c(c(=O)n(C)c(=O)n3C)n2CC)cc1	i	-2	1	i	i	-16	-4	i	i	-5	i
COc1ccc(C(=O)N/N=C/c2cccnc2)cc1	i	-1	-11	i	i	-5	-3	i	i	-1	i
CCOC(=O)COc1nc(C)cc(C(F)(F)F)c1C#N	i	0	-1	i	i	-9	-5	i	i	.	i
CC(C)C(=O)NNC(=O)c1c(O)c2ccccc2[nH]c1=O	i	-2	2	i	i	-10	6	i	i	-2	i
COc1ccc(C)c2sc(=NC(=O)c3ccc(C(C)=O)cc3)n(C)c12	i	0	-1	i	i	-6	.	i	i	-2	i
COc1ccc(NC(=O)CC2C(=O)OCC3CCCCN32)cc1Cl (configuration not stated)	i	1	2	i	i	-3	7	i	i	-3	i
CCn1cc(-c2nnnn2-c2ccc(Cl)cc2)c(=O)c2ccccc21	i	1	-2	i	i	-15	2	i	i	4	.
Cc1ccc(N2CC(C(=O)OCc3ccccc3)CC2=O)cc1 (configuration not stated)	i	-1	1	i	i	-5	7	i	i	1	i
O=C(CN1CCN(Cc2ccccc2)CC1)Nc1cccc(Cl)c1	i	0	0	i	i	-11	3	i	i	1	i
CCc1nc(C)cn1S(=O)(=O)c1cc(Br)c(C)cc1OC	i	-2	0	i	i	-13	5	i	i	3	i
Cc1ccc(NC(=O)/C(=C/c2ccncc2)NC(=O)c2ccccc2)cc1	i	-4	1	i	i	0	6	i	i	-1	i
O=c1oc2ccccc2c(N2CCCCC2)c1CN1CCCC1	i	-1	-2	i	i	-6	1	i	i	6	i
CCOC(=O)COc1cccc2c(=O)n(CC(=O)N3CCC(C)CC3)ccc12	i	0	2	i	i	-11	-3	i	i	3	i
CC(NC(=O)C1CCCN(S(=O)(=O)c2cccs2)C1)c1ccccc1 (configuration not stated)	i	-1	3	i	i	-4	1	i	i	1	i
CCN(CC)CCN1C(=O)C(=O)/C(=C(/O)c2ccc(F)cc2)C1c1ccncc1 (configuration not stated)	i	-8	2	i	i	-6	-5	i	i	-2	i
O=c1cc(C(F)(F)F)[nH]c2ccc(C(F)(F)F)cc12	i	-1	5	i	i	-21	-6	i	i	8	i
Cc1nn(-c2ccccc2)c(NC(=O)C(C)C)c(-c2ccccc2)c1=O	i	-1	-4	i	i	-1	7	i	i	.	i
COc1cc(-c2noc(CCCC(=O)Nc3cccnc3)n2)cc(OC)c1OC	i	0	1	i	i	-5	5	i	i	-1	i
COc1ccc(-c2cc3c(=O)n(CC(=O)N4CCCCC4)ncn3n2)cc1	i	0	-2	i	i	-3	-13	i	i	1	i
CC1C(=O)N2CCCc3cc(S(=O)(=O)N(C)CCC#N)cc1c32 (configuration not stated)	i	-3	3	i	i	-6	-2	i	i	0	i
Cc1cc(C=C2C(=O)CCCC2=O)c(C)n1-c1ccccc1	i	0	2	i	i	-8	2	i	i	-4	i
Cc1ccc(C(=O)COC(=O)CNC(=O)c2ccc(Br)o2)cc1[N+](=O)[O-]	i	14	-7	i	i	-7	-1	i	i	9	i
COc1ccc(Nc2ccc(S(=O)(=O)N3CCCCC3)cc2[N+](=O)[O-])cc1Cl	i	.	-1	i	i	-8	.	i	i	15	i
Cc1ccccc1NC(=O)C1C2C=CC(C3CC23)C1C(=O)O (configuration not stated)	i	1	-2	i	i	-9	-3	i	i	-1	i
O=C(Nc1ccc(S(=O)(=O)Nc2ncccn2)cc1)c1ccc(Br)s1	i	-4	.	i	i	-3	16	i	i	17	i
COc1ccc(CN2CCN(CCCc3ccccc3)C(CCO)C2)cc1OC (configuration not stated)	i	.	2	i	i	-7	-2	i	i	0	i
CCOc1ccc(CCNC(=O)c2ccc(CS(=O)Cc3ccccc3Cl)o2)cc1 (configuration not stated)	i	0	-1	i	i	-18	2	i	i	5	i
CCCCNC(=O)CSc1nc2ccsc2c(=O)n1CCCC(=O)NCCc1ccc(S(N)(=O)=O)cc1	i	-2	-4	i	i	-12	-5	i	i	1	i
